# miR122 inh = miR-122 Renilla sensor signal increase in Huh7, primary screen, miR-122 inhibitor project, cell-based, single point, plate reader. AID 602342, 2012. Huh7 miR-122 Renilla luciferase sensor, 48 h; neutral wells = 0, positive control = 100. activation (reporter increase), % at 12.5 µM. hit rate 0.3% among 340,000;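 active = mean replicate activation score at least 90 and every replicate individually at or above 90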;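 also: higher luciferase means less miR-122 activity so hits act as miR-122 inhibitors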
# * marks the source's active call; other numbers are inactive results.
# Start of the data: the first 5 compounds, ahead of the listing:
Structure | miR122 inh
O=C(CSc1nnc(NC(=O)CN2CCOCC2)s1)Nc1ccccc1 | 0
CC(C)(C)S(=O)(=O)c1cnc2c(-c3ccc(Cl)cc3)cnn2c1N | -5
CS(=O)(=O)N1CCC(C(=O)Nc2c(F)cccc2F)CC1 | -7
CCOC(=O)c1nnc2cc(-c3ccccc3)nn2c1C | -7
CCCC(C)NCC(=O)Nc1ccccc1-c1ccccc1 (configuration not stated) | 7

# All compounds of this part, previewed entries included:
Structure | miR122 inh
O=C(CSc1nnc(NC(=O)CN2CCOCC2)s1)Nc1ccccc1 | 0
CC(C)(C)S(=O)(=O)c1cnc2c(-c3ccc(Cl)cc3)cnn2c1N | -5
CS(=O)(=O)N1CCC(C(=O)Nc2c(F)cccc2F)CC1 | -7
CCOC(=O)c1nnc2cc(-c3ccccc3)nn2c1C | -7
CCCC(C)NCC(=O)Nc1ccccc1-c1ccccc1 (configuration not stated) | 7
Cc1ccc(S(=O)(=O)NC(=O)NCc2ccc3c(c2)OCO3)cc1 | 0
Clc1ccccc1SCc1nc2ccccc2[nH]1 | -5
Cc1ccc(C(=O)NNC(=O)c2cc3cc4ccccc4nc3s2)cc1 | -2
CC(C)C(NC(=O)c1cccs1)C(=O)NC1=NCCS1 (configuration not stated) | -7
COC(=O)C1C2C=CC3(CN(CCc4ccccc4)C(=O)C13)O2 (configuration not stated) | 2
COC(=O)c1ccc(NC(=O)C2CC(=O)N(c3ccc(C)cc3)C2)cc1 (configuration not stated) | -2
COC(=O)Cn1c(CN2CCN(c3ccc(F)cc3)CC2)nc2c1c(=O)n(C)c(=O)n2C | -1
Cc1ccc(S(=O)(=O)N2CCN(C(=O)CSC3CCCC3)CC2)c(C)c1 | -10
O=C(NCc1ccccc1)C(c1ccccc1)N(Cc1ccc2c(c1)OCO2)C(=O)Cc1cccs1 (configuration not stated) | 50
O=c1[nH]c2ccccc2nc1Cc1ccccc1 | 12
CC(OC1=CC(=O)CCC1)C(=O)c1ccccc1 (configuration not stated) | -1
CC(C)SC1=NC(C)(C)C=C(/C=C/c2ccc(Cl)cc2Cl)N1 | 2
O=C1N(Cc2ccccc2F)c2ccccc2C12OCCCO2 | -6
O=C(Nc1ccccc1)c1nnsc1S(=O)c1ccc(Cl)cc1 (configuration not stated) | 7
N#CCC(=O)Nc1ccccc1C(=O)O | -5
CC1(C)Oc2ccc3ccc(=O)oc3c2/C(=C/NCCO)C1=O | 1
COc1ccc(CNc2nc3nc(C)cc(C)n3n2)cc1OC | -13
CCOC(=O)/C(C#N)=C1/SC(CC)C(=O)N1c1ccc(C)cc1 (configuration not stated) | 0
O=C(Nc1ccccc1Cl)c1c(F)c(F)c(F)c(F)c1F | 0
Cc1ccc(CNC(=O)C2(c3cccs3)CCOCC2)cc1 | 6
CCOc1ccc(Nc2oc(-c3cccc(Cl)c3)nc2C#N)cc1 | -10
COc1ccc(/C(O)=C2/C(=O)C(=O)N(Cc3ccco3)C2c2cccs2)cc1 (configuration not stated) | -2
Cc1oc2ccc(OCC(N)=O)cc2c1C(=O)OC(C)C | 0
Cc1cccc(N(CC(=O)NC2CCCCC2)C(=O)CCCC(=O)Nc2ccccn2)c1 | 0
O=C(NCCCn1ccnc1)c1cnn2c1NC(c1ccccc1)CC2C(F)(F)F (configuration not stated) | 1

# Taken from above:
# Value for Cc1ccc(CNC(=O)C2(c3cccs3)CCOCC2)cc1 under miR122 inh: 6
# Value for O=c1[nH]c2ccccc2nc1Cc1ccccc1 under miR122 inh: 12
# Value for CCOc1ccc(Nc2oc(-c3cccc(Cl)c3)nc2C#N)cc1 under miR122 inh: -10

# In the list so far, two contain a furan ring, fused or not:
Structure | miR122 inh
COc1ccc(/C(O)=C2/C(=O)C(=O)N(Cc3ccco3)C2c2cccs2)cc1 (configuration not stated) | -2
Cc1oc2ccc(OCC(N)=O)cc2c1C(=O)OC(C)C | 0

# Other structures follow:
Structure | miR122 inh
COc1cc(-c2nnc3n2N=C(c2ccccc2)CS3)cc(OC)c1OC | -7
COc1cccc2c1OC1(C)CC2NC(=O)N1Cc1ccccc1 (configuration not stated) | 3
CCOc1ccc(Br)cc1C1C(C(=O)OC)=C(N)Oc2cc(N(C)C)ccc21 (configuration not stated) | 3
CCn1c(N2CCN(CC(=O)c3c[nH]c4ccccc34)CC2)nc2c1c(=O)[nH]c(=O)n2C | 2
O=C(NCCCN1CCOCC1)c1coc2ccccc2c1=O | 4
COc1ccc2nc(NC(=O)CCN3C(=S)NC(C)(C)CC3C)sc2c1 (configuration not stated) | 4
CC(C)(C)C1CCc2c(sc(NC(=O)c3cccs3)c2C(=O)N2CCCCC2)C1 (configuration not stated) | -3
COc1ccc(CC(=O)N2CCC(Nc3nc4ccccc4n3Cc3ccc(F)cc3)CC2)cc1 | -1
COc1ccc(-c2nc(Cc3ccc(Cl)cc3)no2)cc1OC | -6
O=C(N/N=C/c1cccc(Oc2ccc([N+](=O)[O-])cc2[N+](=O)[O-])c1)c1cncc(Br)c1 | 1
Cn1c(SCC(=O)N2CCCC2)nc2ccccc2c1=O | -3
O=C(c1cccc(F)c1)N1CCC(N2CCCCCC2)CC1 | -12
CCCc1ccc(OCc2nc(-c3ccc(NC(=O)c4ccco4)cc3)no2)cc1 | 15
CCOC(CNC(=O)CCc1c(C)nc2ncnn2c1C)OCC | -6
C=CCSc1nnc2c(n1)OC(c1cccnc1)Nc1ccccc1-2 (configuration not stated) | 8
O=C1C(c2ccncc2)N(CCC2=CCCCC2)C(=O)CN1C1CCCCC1 (configuration not stated) | 4
CCOC(=O)Cn1c(C)cc(=O)c2ccccc21 | 8
O=C(OCCN=C1NS(=O)(=O)c2ccccc21)C1CC(=O)N(c2ccc(Cl)cc2)C1 (configuration not stated) | -4
CCOc1ccccc1N1CCN(C(=O)c2cc3c(s2)CCC3)CC1 | -6
Cc1ccc(C(=O)N2CCN(c3ncccn3)CC2)cc1S(=O)(=O)N1CCCCC1 | 0
CCOC(=O)C1CCN(C(=O)c2ccc(Cl)c(Cl)c2)CC1 | 3
Cc1ccc(C(=O)Nc2ccc(S(=O)(=O)NCc3ccco3)cc2)cc1 | 48
Cc1ccc(C(=O)NC2CCCCCC2)cc1N1CCCC1=O | 9
Cc1cccc(NC(=S)N=Nc2c(O)n(CN3CCOCC3)c3ccccc23)c1C | -1
CC(C)NC(=O)NC(=O)COC(=O)Cc1ccsc1 | -1
Cc1cc(C(F)(F)F)n2ncc(-c3ccc(F)cc3)c2n1 | 21
CCOC(=O)[C@@H]1[C@H]2COc3cc(OC)ccc3[C@H]2N2C(=O)N(c3ccc(F)cc3)C(=O)[C@]12C | 1
C/C(=N\NC(=O)CSCc1ccc([N+](=O)[O-])cc1)c1ccccc1O | -4
C=CCN1C(=O)/C(=C/c2ccc(O)cc2)S/C1=N/c1nccs1 | -18
CCn1c(-c2cccnc2Cl)nc2ccccc21 | -4
COc1ccc(S(=O)(=O)N(C)CC(=O)NCc2cccnc2)cc1C | -3
CCCc1nc2ccccc2c(=O)n1/N=C/c1ccc(O)cc1O | -3
O=C(c1cccc(F)c1)n1nnc2ccccc21 | 4
O=C(CSCc1cnn(-c2ccccc2)c1-n1cccc1)N1CCN(Cc2ccccc2)CC1 | 0
CS(=O)(=O)N(CC(=O)NCc1ccccn1)c1ccc2c(c1)OCCO2 | -9
COC(=O)C1=NN(c2ccccc2)C2C(=O)N(c3ccccc3OC)C(=O)C12 (configuration not stated) | 0
Cn1c(CCN2CCN(c3ccc(F)cc3)CC2)nc2cc(NC(=O)c3ccco3)ccc21 | 4
CC#CCNCc1ccccc1 | 1
Cc1ccc(C)c(CN2C(=O)C(C)Oc3ccc(C)cc32)c1 (configuration not stated) | 2
Cc1cc(C)cc(NC(=O)CN(C)S(=O)(=O)c2cnc[nH]2)c1 | 3
O=C(CCc1nc2ccccc2s1)N1CCN(S(=O)(=O)c2cccs2)CC1 | -2
CC(=O)N1CCN(c2ccccc2NC(=O)COc2ccc(Br)cc2)CC1 | 13
COc1ccc(NC(=O)C(NC(C)=O)C(=O)NCc2ccc(F)cc2)cc1 (configuration not stated) | -8
CN=C(Nc1ccccc1)SC1CC(=O)N(c2ccc(C(=O)OC)cc2)C1=O (configuration not stated) | -3
COc1ccc(C(CNC(=O)Cn2[nH]c(=O)c3ccccc3c2=O)N2CCCC2)cc1 (configuration not stated) | 4
O=S(=O)(c1ccc(Cl)cc1)N1c2ccccc2Oc2nc3ccccc3nc21 | 11
O=[N+]([O-])c1ccc(N2CCCCCC2)c([N+](=O)[O-])c1 | -14
N=c1n(CCOc2ccccc2)c2ccccc2n1CCN1CCOCC1 | 7
Cc1onc(-c2ccccc2)c1C(=O)OCC(=O)c1ccccc1 | -2
Cc1cc2cc(CN(CC3CCCO3)C(=O)c3cnccn3)c(=O)[nH]c2cc1C (configuration not stated) | 4
CCC(=O)c1cc2c(cc1NC(=O)C(C)C)OCCO2 | 2
CCCCOC(=O)Nc1cc(OC)c(Cl)cc1OC | 5
O=C(NCCNCc1ccc(F)cc1)c1ccco1 | -2
N#Cc1c(-c2ccccc2)nc(N2CCCCCC2)[nH]c1=O | -7
CC1(N2CCCCC2)CC2(O)C(=[N+]1[O-])CCC/C2=N\O (configuration not stated) | -3
CCN(CC)c1ccc(S(=O)(=O)N2CCOCC2)cc1NC(=O)CSc1nncs1 | 10
CCN(CC)CCCN(Cc1cc2cc3c(cc2[nH]c1=O)OCCO3)C(=O)Nc1ccc(F)cc1 | 4
O=P(c1ccc2c(c1)OCCO2)(N1CCOCC1)N1CCOCC1 | 0
O=C(NC1(C(=O)NC2CCCC2)CCCCC1)c1ccc2c(c1)OCO2 | 3
C/C(=N\Nc1nc2c(s1)CCCC2)c1ccccc1 | 12

# Other structures follow.
Structure | miR122 inh
COC(=O)C(NC(=O)c1ccccc1)=C(C)C | 4
Cc1ccc(CNC(=O)C2CCCN(S(=O)(=O)c3cccnc3)C2)cc1 (configuration not stated) | -4
CCSc1nnc(-c2cccnc2)n1Cc1ccco1 | -7
CN(c1cccc(NC(=O)COc2ccc(Cl)cc2Cl)c1)S(C)(=O)=O | 0
CC(C)Cn1c2nc3ccccc3nc2c2c(=O)n(CCN3CCOCC3)cnc21 | -6
O=[N+]([O-])c1cc(-c2nc(-c3ccncc3)no2)ccc1Cl | 3
CCOc1ccc(C(=O)Nc2nc(C)cc(C)n2)cc1[N+](=O)[O-] | -3
COc1ccc(Cc2nnc(SC)n2-c2ccc(F)cc2)cc1OC | -4
FC(F)(F)c1cccc(OCCN2CCN(Cc3ccccc3)CC2)c1 | 2
O=C(CSc1oc(-c2ccco2)nc1S(=O)(=O)c1ccccc1)NCC1CCCO1 (configuration not stated) | -6
CN1C(=S)NC(C)(C)CC1(C)c1ccc(O)cc1O (configuration not stated) | -4
O=C(Nn1cnc2ccccc2c1=O)c1ccccc1Cl | 2
COc1cccc(C(=O)N2CCN(C(=O)c3cccc(F)c3)CC2)c1 | -2
O=C(O)CC(NC(=O)OCc1ccccc1)c1ccc(Br)cc1 (configuration not stated) | 7
O=c1c2ccccc2sn1-c1ccc(S(=O)(=O)N2CCCC2)cc1 | -1
Cc1cc(-c2n[nH]c(=S)n2Cc2ccco2)n(C)n1 | 0
O=C(NC(=S)N1CCN(c2nc(-c3ccccc3)cs2)CC1)c1cccnc1 | -2
CCOC(=O)NC(CC(=O)O)c1ccc(OCC)cc1 (configuration not stated) | 1
C(=N\n1cnnc1)/c1cn(-c2cccs2)nc1-c1ccccc1 | 2
O=C(CSc1nnnn1-c1ccc2c(c1)CCC2)Nc1ccc2c(c1)OCCO2 | -6
C=CCN1C(=O)CSc2ccc(C(=O)N3CCC(C)CC3)cc21 | -1
Cc1ccc(/C=N/c2sc3c(c2C#N)CCC3)o1 | 5
Cc1ccc(-c2noc(CCC(=O)Nc3cccc(C#N)c3)n2)cc1 | 28
CSc1nsc(SC)c1NC(=O)OCC1CCCO1 (configuration not stated) | -4
COC(=O)c1nnn(CC(=O)Nc2cccc(Cl)c2)c1C(=O)OC | -5
Cc1c(C(=O)N2CC(C)OC(C)C2)sc2nc(-c3ccc(F)cc3)cn12 (configuration not stated) | -1
Clc1ccc(-c2nnc(-c3ccccc3)c(N3CCSCC3)n2)cc1 | 0
COc1ccc(C(OC(=O)c2ccco2)C(=O)NC2CCCCC2)cc1 (configuration not stated) | -7
NC(=O)c1c(N)sc(=S)n1-c1ccccc1 | 4
OCCN(CCO)CC(O)CN1c2ccccc2Sc2ccccc21 (configuration not stated) | -7
CCNCCOC(c1ccccc1)c1ccccc1 | -25
CCOC(=O)c1cnc2c(C(F)(F)F)cccc2c1N1CCOCC1 | 3
COc1ccc(-n2c(C)cc(C(=O)CSc3nnc(-c4cccs4)o3)c2C)cc1 | -7
CCn1c(CNC(=O)Cc2ccc(OC)cc2)nnc1SCC(=O)NC1CCCCC1 | -8
CCC(=O)Nc1ccccc1C(=O)OCC(=O)Nc1ccc(S(N)(=O)=O)cc1 | -1
Cc1sc(-n2c(C)cc(C=O)c2C)c(C(=O)O)c1C | -3
O=C(COC(=O)C1=COCCO1)Nc1cccc(Oc2ccccc2)c1 | 4
CC1(C)Cc2c(C#N)c(N3CCN(C(=O)c4ccccc4)CC3)nc(-c3ccco3)c2CS1 | -8
Cc1cc(NC(=O)CSc2nnc(C3CC3)n2C)no1 | 3
COc1cccc(N(C(=O)c2ccco2)C(C(=O)NC2CCCC2)c2ccc(N(C)C)cc2)c1 (configuration not stated) | 2
COc1ccc(NC(=O)CSc2nc3c(c(=O)n2-c2ccccc2)SCC3)c(OC)c1 | -6
CCOC(=O)c1ccc(NC(=O)c2ccc3c(c2)OCO3)cc1 | -6
O=C(Nc1cccnc1)c1cc2c(ccc3ccccc32)o1 | -6

# By substructure, those above with a tert-butyl group
Structure | miR122 inh
CC(C)(C)S(=O)(=O)c1cnc2c(-c3ccc(Cl)cc3)cnn2c1N | -5
CC(C)(C)C1CCc2c(sc(NC(=O)c3cccs3)c2C(=O)N2CCCCC2)C1 (configuration not stated) | -3

# Some of the compounds tested; rates above refer to the full screens.
